Source: PubChem
TIM10 inh: TIM10 yeast growth inhibition. S. cerevisiae TIM10 strain growth, BacTiter-Glo luminescence, 24 h. inhibition, % at 10 µM. actives 1.4% (n = 330,000). AID 463195;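 active means inhibition of 40% or more at the single tested concentration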;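 further: wild-type TIM10 isogenic control strain grown at permissive 25 °C; 0% = DMSO yeast wells and 100% = minimal medium wells without yeast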
hIAP inh: human IAP inhibition; P09923; purified IAP, CDP-Star luminescence, 30 min; actives 0.12% (n = 330,000); inhibition, % at 10 µM;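 active means inhibition reaching a set limit with compound at 10 µM in the primary screen, cut at about 35% in these data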;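 further: plate controls were DMSO wells with enzyme for no effect and no-enzyme buffer wells for full effect; values of inactives mirror those of a sister screen read the other way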
Target sequence (P09923 whole entry, looked up): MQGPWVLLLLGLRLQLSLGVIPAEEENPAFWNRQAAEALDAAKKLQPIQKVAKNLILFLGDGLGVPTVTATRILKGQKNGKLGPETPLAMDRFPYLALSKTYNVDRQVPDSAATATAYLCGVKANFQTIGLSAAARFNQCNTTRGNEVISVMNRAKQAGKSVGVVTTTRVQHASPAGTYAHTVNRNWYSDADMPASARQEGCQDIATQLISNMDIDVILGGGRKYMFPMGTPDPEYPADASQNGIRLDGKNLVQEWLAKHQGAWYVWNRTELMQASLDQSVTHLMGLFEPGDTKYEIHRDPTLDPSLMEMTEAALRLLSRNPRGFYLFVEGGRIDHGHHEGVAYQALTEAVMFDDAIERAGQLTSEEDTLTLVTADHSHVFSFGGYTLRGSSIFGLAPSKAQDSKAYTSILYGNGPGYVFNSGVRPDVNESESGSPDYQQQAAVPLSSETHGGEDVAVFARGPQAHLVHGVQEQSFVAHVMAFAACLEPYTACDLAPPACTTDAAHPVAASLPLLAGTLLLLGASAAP
mIAP activ: increases mouse intestinal alkaline phosphatase activity; muIAP, CDP-Star luminescence, 30 min; stronger effect = higher value; 1 = vehicle-only enzyme signal, 0 = enzyme-free wells; activation factor at 10 µM; actives 0.24% (n = 330,000); AID 2805;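 active means activation factor of at least 2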; further: the source names both 10 and 20 µM as test concentration; values of inactives mirror those of a sister screen read the other way
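Assay system: mouse IAP enzyme / Compound: DMSO-dissolved test compounds / Timing: 30 min, room temperature / Measured by: luminescence from enzymatic CDP-Star hydrolysis / Control set: DMSO-only wells, enzyme-free buffer wells as negative control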
NALP3 yeast inh: NALP3 inhibition in yeast. Yeast reconstituted NLRP3/ASC/caspase-1, beta-gal luminescence, 24 h. inhibition, % at 10 µM. actives 0.39% (n = 330,000). AID 2825;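 active means inhibition of 50% or more; inactive means inhibition below 50%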;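 further: plate controls were induced DMSO wells for no effect and uninduced yeast grown without galactose for full effect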
ATG4B inh: ATG4B (human) cysteine protease inhibition. AID 504462. actives 0.51% (n = 340,000). ATG4B cleavage of LC3-PLA2, NBD-HPC fluorescence, 1 h. inhibition, % at 8.33 µM; in the data active means inhibition above about 40%
Target sequence (Q9Y4P1 whole entry, looked up): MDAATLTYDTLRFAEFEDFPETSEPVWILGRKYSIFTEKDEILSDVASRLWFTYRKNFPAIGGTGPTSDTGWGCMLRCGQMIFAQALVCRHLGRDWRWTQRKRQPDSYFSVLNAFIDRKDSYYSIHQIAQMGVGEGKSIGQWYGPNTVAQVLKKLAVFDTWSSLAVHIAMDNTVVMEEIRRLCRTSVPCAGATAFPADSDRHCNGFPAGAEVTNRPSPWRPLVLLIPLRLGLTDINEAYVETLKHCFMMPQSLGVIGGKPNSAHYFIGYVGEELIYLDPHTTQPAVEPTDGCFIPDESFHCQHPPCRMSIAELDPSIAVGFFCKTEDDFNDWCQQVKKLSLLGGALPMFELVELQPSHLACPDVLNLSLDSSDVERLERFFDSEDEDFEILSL
Apaf1 inhib: inhibitors of human Apaf-1 apoptosome; O14727; reconstituted apoptosome caspase-3 activity, DEVD-Rh110 fluorescence; inhibition, % at 20 µM; actives 0.71% (n = 330,000); AID 489030; active means inhibition of at least 40% at 20 µM;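 further: plate controls were DMSO wells for no effect and DEVD-CHO caspase inhibitor wells for full effect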
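Medium: Hepes buffer, pH 7.5 / System: biochemical Apaf-1 apoptosome reconstitution / Measured by: Rh110 fluorescence, excitation 480 nm, emission 540 nm / Times: compound with Apaf-1, dATP, procaspase-3 30 min, then 50 min reaction, room temperature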
hIAP act: increases human intestinal alkaline phosphatase activity | P09923 | purified human IAP, CDP-Star luminescence, 30 min; stronger effect = higher value; 1 = vehicle-only enzyme, 0 = enzyme-free background | activation factor at 10 µM | actives 0.16% (n = 330,000) | AID 2524;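 active means activation factor of the enzyme at least 2-fold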; further: the source names both 10 and 20 µM as test concentration; values of inactives mirror those of a sister screen read the other way
tim10-1 inh: growth inhibitors of tim10-1 mutant yeast; S. cerevisiae tim10-1 ts strain growth, BacTiter-Glo, 24 h; inhibition, % at 20 µM; actives 2.2% (n = 330,000);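 active means inhibition of at least 40%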;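 further: mutant grown at 25 °C; 0% = DMSO wells with yeast and 100% = wells holding no yeast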
mIAP inh: blocks mouse intestinal alkaline phosphatase; purified mouse IAP, CDP-Star luminescence, 30 min; inhibition, % at 10 µM; actives 0.2% (n = 330,000); AID 2806;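 active means inhibition of at least 40% at 10 µM in the primary screen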;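 further: plate controls were DMSO with enzyme for no effect and no enzyme wells for full effect; values of inactives mirror those of a sister screen read the other way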
An asterisk follows results filed as active; & = joins results of further samples; ! = a repeat was not active. Hits appear at their usual frequency; 4.5% or so of the library scored in one or more.

`CS(=O)(=O)Nc1cccc(-c2cnc3ccccc3n2)c1` gave TIM10 inh 3.2, hIAP inh 3.8, mIAP activ 0.914, NALP3 yeast inh 20.9, ATG4B inh -4.0, Apaf1 inhib 6.0, hIAP act 0.962, tim10-1 inh 19.6 and mIAP inh 8.6.
`COc1ccc(CNC(=O)Cn2ncn3cccc3c2=O)cc1` gave TIM10 inh -3.3, hIAP inh 0.0, mIAP activ 0.928, NALP3 yeast inh -13.0, Apaf1 inhib -14.3, hIAP act 1, tim10-1 inh 7.8 and mIAP inh 7.2.
COc1cc(C(=O)NCC(=O)N/N=C/c2ccc(-c3ccc([N+](=O)[O-])cc3)o2)cc(OC)c1OC was read as TIM10 inh 15.5, hIAP inh 36.1*, mIAP activ 0.861, NALP3 yeast inh 8.2, ATG4B inh -8.0, Apaf1 inhib 19.4, hIAP act 0.639, tim10-1 inh -8.0 and mIAP inh 13.9.
`CC(C)(C)CC(C)(C)c1ccc(OCCOCC[N+](C)(C)Cc2ccccc2)cc1` gave TIM10 inh 14.0, hIAP inh 6.0, mIAP activ 1.1, NALP3 yeast inh 29.2, ATG4B inh 26.4, Apaf1 inhib 81.7*, hIAP act 0.94, tim10-1 inh 41.7* and mIAP inh -10.5.
CC(=O)c1ccc(S(=O)(=O)N2CCN(C(=O)c3ccc(-n4nc(C)c(Cl)c4C)cc3)CC2)cc1 was read as TIM10 inh 12.9, hIAP inh -11.7, mIAP activ 1.03, NALP3 yeast inh 26.7, ATG4B inh -1.9, Apaf1 inhib 39.2, hIAP act 1.12, tim10-1 inh 40.9* and mIAP inh -3.3.
`CC/C(=N/Nc1ccccc1Cl)c1cnnc(-c2ccccc2)n1` gave TIM10 inh -6.8, hIAP inh -9.1, mIAP activ 0.934, NALP3 yeast inh 20.9, ATG4B inh 0.6, Apaf1 inhib 23.4, hIAP act 1.09, tim10-1 inh -17.5 and mIAP inh 6.6.
For CC(=O)c1ccc2noc(-c3cccc(C)c3)c2c1 the results were TIM10 inh 5.3, hIAP inh -3.7, mIAP activ 1.02, NALP3 yeast inh 11.1, ATG4B inh -3.6, Apaf1 inhib 16.5, hIAP act 1.04, tim10-1 inh 0.1 and mIAP inh -2.1.
`Cc1cccc(Nc2nc(-c3ccccn3)cs2)n1` gave TIM10 inh 23.3, hIAP inh -54.5, mIAP activ 0.934, NALP3 yeast inh 33.4, ATG4B inh 4.5, Apaf1 inhib -12.3, hIAP act 1.54, tim10-1 inh 28.7 and mIAP inh 6.6.
Cn1nc(-c2ccccc2)cc1NC(=O)c1ccccc1 was read as TIM10 inh -6.0, hIAP inh 3.7, mIAP activ 0.974, NALP3 yeast inh 7.7, ATG4B inh -2.9, Apaf1 inhib 5.7, hIAP act 0.963, tim10-1 inh 13.1 and mIAP inh 2.6.
Screening CCc1cc(=O)oc2cc(C)cc(OC(C)C(=O)O)c12 (stereo not given) returned TIM10 inh -0.5, hIAP inh -10.7, mIAP activ 1.03, NALP3 yeast inh 0.6, ATG4B inh -6.1, Apaf1 inhib 8.2, hIAP act 1.11, tim10-1 inh 0.1 and mIAP inh -2.9.
For CSCC[C@H](NS(=O)(=O)c1ccc(C)cc1)C(=O)N1CCC(C(=O)N[C@@H](Cc2ccc(O)cc2)C(=O)O)CC1 the results were TIM10 inh -1.4, hIAP inh 0.1, mIAP activ 0.967, NALP3 yeast inh -4.1, ATG4B inh -16.4, Apaf1 inhib -9.5, hIAP act 0.999, tim10-1 inh 3.8 and mIAP inh 3.3.
CCOC(=O)c1ccc(NC(=O)N2CCN(c3cccc(OC)c3)CC2)cc1 was read as TIM10 inh -17.2, hIAP inh -12.3, mIAP activ 1.39, NALP3 yeast inh 11.6, ATG4B inh -11.0, Apaf1 inhib 4.2, hIAP act 1.12, tim10-1 inh -10.0 and mIAP inh -39.3.
CCCOc1ccccc1/C=C(\C#N)C(=O)Nc1cccc(C)n1 was read as TIM10 inh 37.2, hIAP inh 8.8, mIAP activ 0.947, NALP3 yeast inh 8.7, ATG4B inh 0.0, Apaf1 inhib -0.4, hIAP act 0.912, tim10-1 inh 49.2* and mIAP inh 5.3.
`Cc1ccc(S(=O)(=O)NC(=O)Nc2c(C)n(C)n(-c3ccccc3)c2=O)cc1` gave TIM10 inh -4.6, hIAP inh 8.2, mIAP activ 0.988, NALP3 yeast inh 7.8, ATG4B inh -5.0, Apaf1 inhib -8.2, hIAP act 0.918, tim10-1 inh -10.7 and mIAP inh 1.2.
Cc1cc(-c2ccc(Cl)cc2)c(C#N)c(N)n1 was read as TIM10 inh 15.9, hIAP inh 4.4, mIAP activ 0.96, NALP3 yeast inh -13.5, ATG4B inh 0.3, Apaf1 inhib -2.0, hIAP act 0.956, tim10-1 inh 22.0 and mIAP inh 4.0.
Screening COc1ccc(CCNC(=O)CSc2ccc(-c3cccs3)nn2)cc1OC returned TIM10 inh 11.2, hIAP inh -0.2, mIAP activ 1.03, NALP3 yeast inh -9.5, ATG4B inh -4.5, Apaf1 inhib 1.1, hIAP act 1, tim10-1 inh 19.4 and mIAP inh -2.7.
`COc1ccc(-c2cn3cc(C)ccc3n2)cc1F` gave TIM10 inh 61.2*, hIAP inh -8.3, mIAP activ 1.05, NALP3 yeast inh 34.4, ATG4B inh 0.9, Apaf1 inhib 2.8, hIAP act 1.08, tim10-1 inh 27.4 and mIAP inh -4.6.
CC(C)CCOC(=O)C(C)Sc1n[nH]c(=O)[nH]c1=O (stereo not given) was read as TIM10 inh -2.5, hIAP inh -5.4, mIAP activ 0.99, NALP3 yeast inh -11.9, ATG4B inh 2.5, Apaf1 inhib 0.8, hIAP act 1.05, tim10-1 inh -6.9 and mIAP inh 1.0.
Screening COCCNC(=O)c1csc(Nc2cccc3ccccc23)n1 returned TIM10 inh -4.1, hIAP inh 3.3, mIAP activ 0.874, NALP3 yeast inh 5.9, ATG4B inh 1.1, Apaf1 inhib 12.2, hIAP act 0.967, tim10-1 inh 14.1 and mIAP inh 12.6.
For c1ccc(CN2CCN(c3nc(NCc4ccco4)c4ccccc4n3)CC2)cc1 the results were TIM10 inh 4.6, hIAP inh -12.3, mIAP activ 1.33, NALP3 yeast inh 15.9, ATG4B inh 6.0, Apaf1 inhib 12.9, hIAP act 1.12, tim10-1 inh 9.0 and mIAP inh -33.4.

Random excerpt: two records from the list.
Screening COCCNC(=O)c1csc(Nc2cccc3ccccc23)n1 returned TIM10 inh -4.1, hIAP inh 3.3, mIAP activ 0.874, NALP3 yeast inh 5.9, ATG4B inh 1.1, Apaf1 inhib 12.2, hIAP act 0.967, tim10-1 inh 14.1 and mIAP inh 12.6.
For c1ccc(CN2CCN(c3nc(NCc4ccco4)c4ccccc4n3)CC2)cc1 the results were TIM10 inh 4.6, hIAP inh -12.3, mIAP activ 1.33, NALP3 yeast inh 15.9, ATG4B inh 6.0, Apaf1 inhib 12.9, hIAP act 1.12, tim10-1 inh 9.0 and mIAP inh -33.4.

Further results:
`Cc1nc2ccc(N=NC3=C(O)CCCC3=O)cc2s1` gave TIM10 inh 7.7, hIAP inh -3.6, mIAP activ 0.948, NALP3 yeast inh 23.3, ATG4B inh 1.5, Apaf1 inhib 4.2, hIAP act 1.04, tim10-1 inh 1.9 and mIAP inh 5.2.
Cc1nn(C)c2ncc(C(N)=O)c(Oc3cccnc3)c12 was read as TIM10 inh -7.6, hIAP inh 10.1, mIAP activ 1.03, NALP3 yeast inh 11.5, ATG4B inh -3.8, Apaf1 inhib -7.7, hIAP act 0.899, tim10-1 inh -5.7 and mIAP inh -3.3.
For O=C(Cc1cc(=O)[nH][nH]1)N/N=C/C=C/c1ccccc1 the results were TIM10 inh -7.5&-6.1, hIAP inh 8.6&-3.9, mIAP activ 0.839&0.989, NALP3 yeast inh 10.7&-1.0, ATG4B inh 0.0, Apaf1 inhib 48.5*!, hIAP act 0.914&1.04, tim10-1 inh 3.4&-9.2 and mIAP inh 16.1&1.1.
Screening CCOC(=O)C1=C(C)N(C)C(=O)NC1c1cccc(O)c1 (stereo not given) returned TIM10 inh 11.3, hIAP inh 6.8, mIAP activ 1.14, NALP3 yeast inh 9.4, ATG4B inh -0.6, Apaf1 inhib 5.6, hIAP act 0.932, tim10-1 inh 0.2 and mIAP inh -14.4.
`Cc1cc(C)c2c(=O)[nH]n(C3CCOC(C)(C)C3)c2n1` (stereo not given) gave TIM10 inh -0.7, hIAP inh -5.5, mIAP activ 0.956, NALP3 yeast inh 5.2, ATG4B inh -5.2, Apaf1 inhib 13.2, hIAP act 1.05, tim10-1 inh -2.7 and mIAP inh 4.4.
For CCNC(=S)N1CCc2ccccc2C1 the results were TIM10 inh 16.8, hIAP inh 7.8, mIAP activ 1.02, NALP3 yeast inh 7.2, ATG4B inh -5.5, Apaf1 inhib -6.8, hIAP act 0.922, tim10-1 inh -11.6 and mIAP inh -1.7.
`O=C(CSc1nnc(-c2cccnc2)o1)NNC(=O)c1ccc(Br)cc1` gave TIM10 inh -4.9, hIAP inh -30.6, mIAP activ 1.02, NALP3 yeast inh 9.5, ATG4B inh -8.4, Apaf1 inhib -1.6, hIAP act 1.31, tim10-1 inh -14.3 and mIAP inh -2.2.
Screening Cc1cc2ncn(CCOc3ccccc3)c2cc1C returned TIM10 inh 18.7, hIAP inh -16.4, mIAP activ 1.07, NALP3 yeast inh 36.5, ATG4B inh 6.5, Apaf1 inhib 10.1, hIAP act 1.16, tim10-1 inh 24.6 and mIAP inh -7.0.
CC1Cc2cc(/C(O)=C3/C(=O)C(=O)N(CCN4CCOCC4)C3c3ccc([N+](=O)[O-])cc3)ccc2O1 (stereo not given) was read as TIM10 inh 2.2, hIAP inh -10.0, mIAP activ 0.96, NALP3 yeast inh 6.3, ATG4B inh 2.5, Apaf1 inhib -8.4, hIAP act 1.1, tim10-1 inh 2.0 and mIAP inh 4.0.
`O=C1C2C3C=CC(C3)C2C(=O)N1c1ccc(Cc2ccncc2)cc1` (stereo not given) gave TIM10 inh -8.2, hIAP inh 13.1, mIAP activ 1.08, NALP3 yeast inh 3.1, ATG4B inh -1.5, Apaf1 inhib 10.6, hIAP act 0.868, tim10-1 inh 19.3 and mIAP inh -8.3.
`CN(CC(=O)NCCc1ccc(S(N)(=O)=O)cc1)CC(=O)Nc1ccc(F)c(F)c1F` gave TIM10 inh -12.2, hIAP inh -13.3, mIAP activ 1.04, NALP3 yeast inh 15.4, ATG4B inh -7.2, Apaf1 inhib -7.9, hIAP act 1.13, tim10-1 inh 0.8 and mIAP inh -4.4.
CCCOc1ccc(C(=O)NNC(=O)CCNC(=O)c2ccccc2Cl)cc1OC was read as TIM10 inh -2.2, hIAP inh -10.3, mIAP activ 0.989, NALP3 yeast inh 17.1, ATG4B inh 2.1, Apaf1 inhib 6.2, hIAP act 1.1, tim10-1 inh 3.4 and mIAP inh 1.1.
Screening COc1ccc(C(CNC(=O)C(CCSC)NC(=O)c2ccccc2Cl)N2CCOCC2)cc1 (stereo not given) returned TIM10 inh -5.6, hIAP inh 17.6, mIAP activ 0.935, NALP3 yeast inh 25.0, ATG4B inh 9.1, Apaf1 inhib -10.4, hIAP act 0.824, tim10-1 inh -2.4 and mIAP inh 6.5.
`Cc1cccc(NC(=O)CCS(=O)(=O)c2ccc3c(c2)NC(=O)CS3)n1` gave TIM10 inh 2.9, hIAP inh -15.7, mIAP activ 1.03, NALP3 yeast inh 11.7, ATG4B inh 1.1, Apaf1 inhib -10.5, hIAP act 1.16, tim10-1 inh -10.1 and mIAP inh -2.8.
